ADAM10 inh – inhibitors of human ADAM10 | recombinant ADAM10, EDANS/DABCYL FRET peptide cleavage, 3 h | inhibition, % at 7 µM | actives 0.62% (n = 370,000);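 active = inhibition above a per-campaign cutoff equal to the mean of compounds falling between control-based bounds plus 3 SD, cut at about 20% in these data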;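 also: 0% = DMSO wells while the 100% control is not disclosed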
hcDAF-12 act – activators of H. contortus DAF-12 nuclear receptor | HEK293 hcDAF-12 lit1-tk-luc reporter, luminescence; 0% DMSO, 100% Δ7-dafachronic acid | activation, % at 6.8 µM | actives 1.4% (n = 370,000) | AID 652067;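 active = activation above the mean of all tested compounds plus 3 SD, cut at about 5.5% in these data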;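 also: 100% = response to 3 µM Δ7-dafachronic acid high control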
ADAM17 inh – ADAM17 inhibition, QFRET primary screen; P78536; recombinant ADAM17, EDANS/DABCYL FRET peptide cleavage; inhibition, % at 6.95 µM; actives 0.83% (n = 370,000);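 active = inhibition above the mean of compounds lying between control limits plus 3 SD, set per campaign, cut at about 8.5% in these data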;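 also: 0% = DMSO-only wells as the low control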
Target sequence (P78536 215-824 limits assumed): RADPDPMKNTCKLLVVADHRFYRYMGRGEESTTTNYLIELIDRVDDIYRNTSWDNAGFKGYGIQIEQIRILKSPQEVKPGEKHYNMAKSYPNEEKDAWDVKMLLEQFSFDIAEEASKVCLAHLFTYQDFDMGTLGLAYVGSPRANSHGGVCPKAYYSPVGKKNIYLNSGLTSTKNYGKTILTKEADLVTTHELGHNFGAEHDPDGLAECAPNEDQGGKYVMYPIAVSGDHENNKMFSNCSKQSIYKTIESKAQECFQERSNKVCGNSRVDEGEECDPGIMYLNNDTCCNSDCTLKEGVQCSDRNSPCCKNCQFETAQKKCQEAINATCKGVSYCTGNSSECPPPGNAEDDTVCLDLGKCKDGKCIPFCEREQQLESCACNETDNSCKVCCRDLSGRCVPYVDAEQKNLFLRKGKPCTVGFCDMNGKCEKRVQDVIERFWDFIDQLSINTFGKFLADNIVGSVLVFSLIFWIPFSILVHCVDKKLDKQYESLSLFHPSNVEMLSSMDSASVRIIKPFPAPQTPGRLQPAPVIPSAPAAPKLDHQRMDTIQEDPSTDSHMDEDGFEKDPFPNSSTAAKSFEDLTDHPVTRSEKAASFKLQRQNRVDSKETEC
GAA850 FXN act – increases GAA850 frataxin promoter reporter activity; HEK293 lucGAA850 FXN promoter luciferase reporter, 24 h; percent of 10 µM SAHA response; activation, % at 6 µM; actives 0.56% (n = 360,000); AID 540364;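 active = activation above the average of all compounds screened plus 3 SD, cutoff fixed separately per campaign, cut at about 7.5% in these data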;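 also: 0% = DMSO wells and 100% = 10 µM SAHA wells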
ssDAF12 agonist – S. stercoralis DAF-12 activation, primary screen; HEK293 ssDAF-12/GRIP1 lit1-tk-luc reporter, luminescence; % of 3 µM dafachronic acid response; actives 1% (n = 370,000); activation, % at 6.8 µM;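 active = activation above the mean over all tested compounds plus 3 SD, cut at about 0.9% in these data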;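 also: 0% = DMSO-only wells and 100% = 3 µM delta7-dafachronic acid wells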
PLCb3 inh – inhibitors of human phospholipase C beta3; AID 720704; Q01970; Purified PLC-beta3, fluorogenic substrate, fluorescence; actives 0.18% (n = 370,000); inhibition, % at 12.2 µM; in the data active = inhibition above about 11%;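 also: 0% = median of compound wells on plate and 100% = full blocker control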
sPLA2-III inh – Inhibits HGIII-sPLA2 liposome hydrolysis, primary screen | Q9NZ20 | QFRET BODIPY PC-A2 liposome hydrolysis, fluorescence | inhibition, % at 12.2 µM | actives 0.56% (n = 370,000);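 active = inhibition above mean plus 3 SD of compounds lying within the high and low control bounds, cut at about 19% in these data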;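 also: 0% = median of test compound wells and 100% = no enzyme DMSO wells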
Target sequence (Q9NZ20 whole entry, looked up): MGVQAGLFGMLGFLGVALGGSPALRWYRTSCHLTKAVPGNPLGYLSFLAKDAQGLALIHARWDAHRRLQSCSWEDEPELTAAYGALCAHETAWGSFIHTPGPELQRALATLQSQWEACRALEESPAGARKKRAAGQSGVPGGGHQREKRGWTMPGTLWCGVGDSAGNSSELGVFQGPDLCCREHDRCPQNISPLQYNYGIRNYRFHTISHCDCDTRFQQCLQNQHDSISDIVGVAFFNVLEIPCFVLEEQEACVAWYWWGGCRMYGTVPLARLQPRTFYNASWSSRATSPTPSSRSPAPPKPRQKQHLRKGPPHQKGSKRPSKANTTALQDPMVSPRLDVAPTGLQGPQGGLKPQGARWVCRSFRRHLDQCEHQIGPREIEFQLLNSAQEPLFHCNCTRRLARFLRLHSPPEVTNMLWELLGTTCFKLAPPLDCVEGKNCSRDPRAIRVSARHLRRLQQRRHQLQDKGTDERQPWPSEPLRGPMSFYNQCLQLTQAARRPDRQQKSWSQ
DAX1 inh-1 – blocks DAX1 repression of SF-1 activated StAR promoter | HEK293T StAR-luciferase reporter, SF-1/DAX-1 repression relief | inhibition, % at 6.8 µM | actives 1.1% (n = 370,000) | AID 652010;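 active = inhibition above the mean over all tested compounds plus 3 SD, cut at about 3.6% in these data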;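 also: 0% = DAX-1 cells with DMSO and 100% = cells lacking DAX-1 with DMSO; higher inhibition means more luminescence from relief of DAX-1 repression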
PLCg1 inh – PLC-gamma1 (human) inhibition, primary screen. actives 0.84% (n = 370,000). purified PLC-gamma1, fluorogenic substrate, fluorescence. AID 720700. inhibition, % at 12.2 µM; in the data active = inhibition above about 9.5%
hgDAF12 agonist – hgDAF-12 agonism, primary luciferase screen. HEK293 GAL4-hgDAF12 UAS-luciferase reporter, agonist luminescence; normalized to butyrate control. activation, % at 6.8 µM. actives 1.8% (n = 370,000). AID 687014;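 active = activation above a cutoff set at the mean of all screened compounds plus 3 SD, cut at about 10% in these data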;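 also: 0% = DMSO wells and 100% = sodium butyrate wells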
DAX1 inh-2 – NR0B1 (DAX1) inhibition. P51843. HEK293 Gal4-DAX1 luciferase reporter, luminescence. inhibition, % at 6.75 µM. actives 0.99% (n = 340,000). AID 504766;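 active = inhibition above the mean over all tested compounds plus 3 SD, cut at about 4.2% in these data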;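 also: 0% = DAX1-transfected cells with DMSO and 100% = empty-vector control cells with DMSO; inhibition shows as a rise in luminescence from relieved DAX1 repression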
* hit, by the source's call; i = inactive; x = not tested or not shown.

nr	smiles	ADAM10 inh	hcDAF-12 act	ADAM17 inh	GAA850 FXN act	ssDAF12 agonist	PLCb3 inh
1	COc1ccc(CN2C(=O)C(CC(=O)NCCc3ccccn3)CC(C(=O)N3CCOCC3)=C2C)cc1 (configuration not stated)	-18	-0.8	3	x	-1.3	0
2	COc1ccc(OC)c(C2CC(=O)Nc3cc(OC)c(OC)c(OC)c32)c1 (configuration not stated)	3	0.6	-2	1.8	-1.3	1
3	CN(c1ccccc1)S(=O)(=O)c1cccc(NC(=O)CCN2C(=O)C3CCCCC3C2=O)c1 (configuration not stated)	8	0.9	-3	0.0	1.8*	0
4	Cc1ccccc1N(C(=O)c1csnn1)C(C(=O)NC1CCCC1)c1ccncc1 (configuration not stated)	2	0.5	-1	0.6	-0.2	-3
5	COc1ccccc1N1CCN(/N=C/c2ccc([N+](=O)[O-])cc2)CC1	-5	-0.3	-4	4.6	-0.7	-2
6	O=C(O)CC(c1cccc(C(F)(F)F)c1)N1CCS(=O)(=O)CC1 (configuration not stated)	-7	-1.0	-2	-0.4	-1.4	3
7	CC(C)=CCN1CCN(CC#Cc2ccccc2)CC1CCO (configuration not stated)	1	0.6	-4	0.9	-0.5	-5
8	Cc1ccccc1C(=O)Nc1ccc(N2CCN(C(=O)c3ccco3)CC2)cc1	4	-2.8	-3	4.4	-1.0	-7
9	CC(Sc1nnc(COc2ccc3ccccc3c2)n1C)C(=O)O (configuration not stated)	-7	-1.2	-4	-1.7	-0.9	-1
10	Cc1cc(C(=O)CN2C(=O)C3CC=CCC3C2=O)c(C)n1-c1ccccc1 (configuration not stated)	1	4.8	-2	-0.4	-0.7	2

nr	sPLA2-III inh	DAX1 inh-1	PLCg1 inh	hgDAF12 agonist	DAX1 inh-2
1	18	0.0	2	-1.2	x
2	1	0.3	0	-0.7	2.4
3	-9	-1.5	2	-0.2	-1.3
4	-3	0.4	-1	1.6	1.5
5	-1	0.4	-1	4.1	2.9
6	-3	-0.8	0	-0.2	2.5
7	1	-0.1	1	-1.7	0.1
8	5	-0.1	1	-0.7	0.5
9	-1	-1.0	1	3.0	2.2
10	-7	2.1	4	11*	1.1

(list continues)
nr	smiles	ADAM10 inh	hcDAF-12 act	ADAM17 inh	GAA850 FXN act	ssDAF12 agonist	PLCb3 inh
11	Cc1ccc(S(=O)(=O)N2CC3(O)CN(C(=O)OC(C)C)N(C(=O)OC(C)C)CC3(OC(=O)Nc3cccs3)C2)cc1 (configuration not stated)	19	-1.0	9.4*	-7.7	-1.3	2
12	CS(=O)(=O)c1ccccc1-c1nnc(NC(=O)CCS(=O)(=O)c2ccc(Cl)cc2)o1	-30	0.2	-8	1.3	-1.4	-30
13	CC1=C(C(=O)c2ccccc2)C(c2ccc(OC(F)F)cc2)NC(=S)N1 (configuration not stated)	2	-1.9	0	-1.1	-1.9	-2
14	C/C=C1\COC(C(=O)NCCN2CCCC2)(C(F)(F)F)C=C1C=C1CCCCC1 (configuration not stated)	1	-1.3	1	-0.5	-1.3	0
15	COc1ccccc1-c1c(C)[nH]n2c(=O)c(Cc3ccccc3)c(C)nc12	-4	1.3	-2	-2.9	-1.1	-19
16	C[C@]12C(=O)N(c3ccccc3)C(=O)N1[C@@H]1c3ccccc3OC[C@@H]1[C@H]2c1ccccc1	12	-0.9	4	-2.6	-0.7	2
17	O=C1OCCC1=Cc1ccccc1	-1	-0.3	-3	-2.2	-1.0	3
18	COc1ccc(CNC(=O)COC(=O)c2cccs2)cc1	-1	-1.0	-2	2.8	-0.8	-9
19	O=C(NC1CCN(Cc2ccccc2)CC1)c1ccc(Oc2cc(Cl)cc(Cl)c2)o1	5	1.7	0	-0.8	-0.6	-6
20	CCOc1ccc(NS(=O)(=O)N(C)C)cc1	-2	-2.2	-1	0.1	-1.1	3

nr	sPLA2-III inh	DAX1 inh-1	PLCg1 inh	hgDAF12 agonist	DAX1 inh-2
11	-28	-0.1	1	0.6	-1.2
12	10	1.4	-15	0.5	-1.8
13	12	-0.1	2	-1.4	2.0
14	-12	0.0	3	0.2	0.6
15	0	0.0	-8	-1.8	-0.9
16	-3	-0.3	-1	-1.9	-0.7
17	5	-1.2	2	-0.9	-1.1
18	5	-0.3	1	-1.7	2.7
19	-6	1.8	0	2.5	0.2
20	2	1.3	1	0.7	1.2

Brought forward from above: 3 entries; new compounds follow.
nr	smiles	ADAM10 inh	hcDAF-12 act	ADAM17 inh	GAA850 FXN act	ssDAF12 agonist	PLCb3 inh
18	COc1ccc(CNC(=O)COC(=O)c2cccs2)cc1	-1	-1.0	-2	2.8	-0.8	-9
19	O=C(NC1CCN(Cc2ccccc2)CC1)c1ccc(Oc2cc(Cl)cc(Cl)c2)o1	5	1.7	0	-0.8	-0.6	-6
20	CCOc1ccc(NS(=O)(=O)N(C)C)cc1	-2	-2.2	-1	0.1	-1.1	3
21	O=C(C(=O)N1CCCN(Cc2ccc(F)cc2)CC1)c1ccccc1	-8	-1.6	-4	x	-1.0	2
22	O=C(Nc1cccc(S(=O)(=O)N2CCCCCC2)c1)c1ccc(Cl)nc1	-8	-3.0	2	0.1	-1.9	-1
23	O=C(CNC(=O)Cc1cccc2ccccc12)NCc1ccccc1F	-4	-1.6	-2	1.5	-0.4	-7
24	CCC(C)(C)NC(=O)C(c1ccc(OC)cc1)N(Cc1ccccc1)C(=O)CCC(=O)Nc1cc(C)on1 (configuration not stated)	3	-2.7	3	-0.4	-1.3	-5
25	COc1ccccc1C1CC(=O)Oc2cc(C)c(Cl)cc21 (configuration not stated)	0	-0.8	-2	-0.6	-0.2	1
26	COc1ccc(NC(=O)Cn2nnc(C(=O)NCc3cccc(OC)c3)c2N)cc1	11	-0.5	0	0.5	-1.0	5
27	Cc1c(O)nc(SC2CC(=O)N(c3cc(Cl)cc(Cl)c3)C2=O)[nH]c1=O (configuration not stated)	-8	0.8	-5	-0.6	-1.3	-13
28	Cc1ccc(S(=O)(=O)NCCC(=O)NCCOc2ccccc2)cc1	-9	0.3	-4	0.7	-0.9	2
29	CCCCC(CCC(=O)NNC(=O)Cc1ccccc1)C(=O)O (configuration not stated)	-3	0.2	3	2.0	-1.1	3
30	CC1CC(C)CN(C(=O)c2ccc(C#N)cc2)C1 (configuration not stated)	10	-1.4	-2	-0.5	-2.0	-8

nr	sPLA2-III inh	DAX1 inh-1	PLCg1 inh	hgDAF12 agonist	DAX1 inh-2
18	5	-0.3	1	-1.7	2.7
19	-6	1.8	0	2.5	0.2
20	2	1.3	1	0.7	1.2
21	-4	0.2	0	-0.9	x
22	-8	-2.6	2	-4.4	-2.7
23	0	0.0	0	2.1	-0.7
24	-11	-0.3	1	-2.9	-1.4
25	-13	-0.8	0	1.5	0.0
26	-6	1.1	4	0.1	1.5
27	16	-0.5	-1	2.6	1.9
28	4	1.2	2	-0.7	-0.5
29	18	0.4	2	-0.1	-0.5
30	-1	-0.1	0	3.9	-1.9

New compounds follow
nr	smiles	ADAM10 inh	hcDAF-12 act	ADAM17 inh	GAA850 FXN act	ssDAF12 agonist	PLCb3 inh
31	O=C(NCc1nnc(SCC(=O)N2CCOCC2)o1)c1c(F)cccc1F	1	2.4	-3	0.9	-0.3	-6
32	COCCNC(=O)CCc1nc(-c2ccccc2)no1	0	1.5	-2	1.4	-1.4	1
33	O=C(NCc1cccs1)C1CCCCC1	-7	-0.5	-5	3.4	-1.5	0
34	O=C(Cc1ccccc1)NN1C(=O)/C(=C/c2ccc(C(=O)O)cc2)SC1=S	-5	-1.4	-2	2.9	-1.3	-9
35	COC(=O)C(C(=O)NCC1CCCO1)C1CCCC1 (configuration not stated)	4	-0.6	-1	2.1	-1.5	7
36	COc1cccc(NC(=O)CN(C)C(=O)CC2CCCCC2)c1	-5	0.1	6	-1.4	-1.0	6
37	Cc1cc(C)cc(NC(=O)C(NCCN2CCOCC2)c2ccccc2)c1 (configuration not stated)	-9	-0.5	-4	-1.6	-1.9	-6
38	COc1ccccc1C(=O)Nc1ccnn1C1CCN(C/C=C/c2ccc(F)cc2)CC1	-1	-1.9	-1	-3.0	-0.9	-6
39	COc1ccc(Cn2cc(CN3[C@@H](CC(C)C)COc4ccc(Cl)cc4S3(=O)=O)nn2)cc1	5	-1.2	0	x	-0.8	2
40	COC(=O)c1ccccc1COc1cccn2c(N(C)C(=O)CCC3CCCC3)c(C)nc12	-1	-1.3	1	-2.3	-1.6	-1

nr	sPLA2-III inh	DAX1 inh-1	PLCg1 inh	hgDAF12 agonist	DAX1 inh-2
31	2	1.0	3	3.6	0.5
32	0	0.0	2	-1.7	-0.2
33	2	0.1	-4	-1.1	-0.3
34	2	0.4	8	1.8	0.1
35	8	0.5	2	-1.0	1.1
36	2	-0.2	0	-1.0	-0.6
37	0	0.4	-1	0.6	0.9
38	-18	-2.4	-1	-2.0	0.1
39	2	-0.2	2	-1.6	x
40	-11	-2.3	-2	-2.5	x

(further entries)
nr	smiles	ADAM10 inh	hcDAF-12 act	ADAM17 inh	GAA850 FXN act	ssDAF12 agonist	PLCb3 inh
41	Cc1c(C(=O)Nc2ccncc2)sc2nc(-c3ccc(F)cc3)cn12	-29	-3.7	-11	15*	-1.2	-188
42	COc1ccc2c(c1)nc(SCC(=O)c1ccc(Br)s1)n2C	4	4.1	-1	2.9	-0.8	-3
43	CCCN(Cc1cc2ccc(C)cc2[nH]c1=O)S(=O)(=O)c1ccccc1	-25	0.0	-7	-1.5	-1.2	0
44	CC(NC(=O)Cn1cc(Br)c([N+](=O)[O-])n1)c1ccccc1 (configuration not stated)	3	1.4	0	0.7	-0.8	-1
45	c1ccc(-c2cn3nc(-c4ccccc4)c(-c4ccccc4)nc3n2)cc1	-52	-1.6	-10	-0.3	-1.0	-166
46	O=C(CC(=O)Nc1cccc(F)c1)Nc1cccc(F)c1	-1	-1.6	0	1.1	-1.1	-4
47	Cc1c2c(nc3nc4ccccc4n13)CC(C)(C)CC2=O	-6	-0.9	3	-0.1	-1.0	-32
48	COc1ccc(C#Cc2c(-c3ccsc3)oc3ccc(N4CCOCC4)cc23)cc1	-224	-0.9	-52	0.9	-0.7	i
49	COc1ccc(NC(=O)CSc2nnc(-c3ccc(F)cc3)o2)cn1	-9	0.8	-5	1.8	-0.1	-5
50	Cc1ccc(C(=O)NC(=S)Nc2c(C)ccc3nsnc23)cc1	-7	7.6*	0	1.8	1.6*	-24
51	COc1ccc(/C=C2\CCC(C3CCCC3)C2=O)c(OC)c1 (configuration not stated)	0	-1.2	-1	1.9	-1.1	-1
52	CC(=O)NCCNc1ccc([N+](=O)[O-])cn1	-7	-1.9	0	1.7	-1.7	3

nr	sPLA2-III inh	DAX1 inh-1	PLCg1 inh	hgDAF12 agonist	DAX1 inh-2
41	-19	-3.2	-125	-1.3	-2.9
42	-3	-0.7	-3	2.2	-0.5
43	-20	-0.3	1	0.7	-1.5
44	1	0.1	0	-1.9	4.3*
45	5	-0.6	-154	-2.8	0.4
46	-83	-0.2	3	1.6	1.9
47	1	-0.5	-24	2.2	-0.2
48	-1	-0.3	-456	0.8	1.3
49	13	4.0*	-2	9.1	2.1
50	23*	-0.1	-15	-0.5	-0.4
51	-4	0.3	2	0.3	-0.5
52	0	-0.1	-1	0.1	-0.1
